S100A4 MyoIIA: blocks human S100A4 binding to myosin IIA peptide; P26447; S100A4/TAMRA-MyoIIA peptide fluorescence polarization; inhibition, % at 10.7 µM; 0.14% of 360,000 active;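 active = mean inhibition of at least 70% across replicates, with every replicate also reaching that level; inconclusive = mean inhibition reaches 70% but some replicates fall short; inactive = mean inhibition below 70%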
Target sequence (P26447 whole entry, looked up): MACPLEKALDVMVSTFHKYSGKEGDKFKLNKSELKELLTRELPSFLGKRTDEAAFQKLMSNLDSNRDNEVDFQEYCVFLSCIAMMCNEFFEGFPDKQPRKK
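Material: S100A4 monomer protein | Medium: HEPES pH 7.2 with CaCl2, KCl, NaCl, DTT, Triton | Reagent: Labelled myosin peptide probe, 5 nM | Doses: One dose per compound | Times: 5 min incubation before reading | Benchmarks: Neutral control DMSO, positive control TFP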
Casp6 inh: caspase-6 (human) enzyme inhibition. 0.53% of 350,000 active. inhibition, % at 12.5 µM. purified caspase-6, Z-VEID-R110 cleavage fluorescence. P55212;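 active = mean inhibition across replicates at least about 35%, with every replicate also reaching that limit, limit read from the data; inconclusive = only one of the two criteria met; inactive = neither criterion met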;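 also: 0% = median of neutral control wells and 100% = no fluorescence left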
Target sequence (P55212 24-179 limits assumed): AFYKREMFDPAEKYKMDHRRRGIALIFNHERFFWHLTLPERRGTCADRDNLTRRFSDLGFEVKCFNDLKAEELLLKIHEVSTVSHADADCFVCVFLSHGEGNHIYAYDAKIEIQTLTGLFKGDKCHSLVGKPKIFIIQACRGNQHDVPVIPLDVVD
Target sequence (P55212 194-293 limits assumed): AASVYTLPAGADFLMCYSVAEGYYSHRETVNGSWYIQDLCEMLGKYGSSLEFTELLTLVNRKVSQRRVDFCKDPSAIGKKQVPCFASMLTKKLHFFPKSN
FN deposition inh: fibronectin deposition inhibition | AH1F fibroblasts, Alexa488-fibronectin deposition fluorescence, overnight | inhibition, % at 12.6 µM | 0.086% of 350,000 active;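 active = mean inhibition across replicates of 30% or more, regardless of how many single replicates reach that level; inconclusive = mean under 30% yet at least half of replicates reach 30%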;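 also: positive control wells lacked labelled fibronectin entirely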
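test system = AH1F fibroblasts assembling fluorescent fibronectin matrix | quantity = 10000 AH1F cells per well | buffer or medium = DMEM plus 2% serum, read in PBS | doses = single dose, pinned | incubation = 1 h cell attachment, overnight exposure to compound and label | detection = fluorescence at 485 nm excitation, 525 nm emission | read-out basis = inhibition from reduced deposited-fibronectin fluorescence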
SIRT5 block: sirtuin-5 (human) deacylase inhibition | Purified SirT5, succinyl-peptide AMC, trypsin-coupled fluorescence | inhibition, % at 15 µM | 1.1% of 330,000 active; in the data active = inhibition above about 15%; inconclusive = no clear call, values can overlap the other calls
Target sequence (Q9NXA8 whole entry, looked up): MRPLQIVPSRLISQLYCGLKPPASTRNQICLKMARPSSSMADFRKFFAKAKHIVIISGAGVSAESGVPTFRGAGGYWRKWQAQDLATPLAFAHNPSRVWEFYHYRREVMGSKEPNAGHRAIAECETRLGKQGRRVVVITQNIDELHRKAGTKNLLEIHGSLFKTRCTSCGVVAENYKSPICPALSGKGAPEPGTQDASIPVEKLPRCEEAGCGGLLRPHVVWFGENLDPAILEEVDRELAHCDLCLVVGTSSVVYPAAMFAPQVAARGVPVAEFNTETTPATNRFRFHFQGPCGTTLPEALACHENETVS
Statin myotox sup: suppression of simvastatin myotoxicity; C2C12 myotubes + simvastatin, ATP luminescence, 48 h; scaled: DMSO 0, geranylgeraniol control 100; rescue of ATP level, % at 7.49 µM; 0.78% of 330,000 active; AID 602340;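 active = mean ATP rescue above about 67%, or every replicate alone reaching that limit, limit read from the data, passing the limit was not always enough; inconclusive = no clear call, values can overlap the other calls; inactive = mean under the limit and some replicate under it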;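 also: myotubes were challenged with 10 µM simvastatin during compound exposure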
LGR2 inh: inhibitors of bursicon-induced Drosophila LGR2 receptor cAMP signaling | inhibition, % at 9.99 µM | HEK293 LGR2, CRE-luciferase, bursicon-stimulated, 4 h | AID 720647 | 0.35% of 380,000 active;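 active = drop in luminescence signal, shown as inhibition above about 50% in the replicate tests, limit read from the data, passing the limit was not always enough; inconclusive = probably only some replicates passing the limit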;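 also: agonist challenge used bursicon conditioned medium at about half maximal strength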
esBAF inh: inhibitors of esBAF chromatin remodeling in mouse ES cells. AID 602393. Bmi1-luciferase knock-in reporter, 24 h; 100% = twice the neutral-well signal. 2% of 350,000 active. reporter increase, % at 12.5 µM; in the data active = activation above about 40%; inconclusive = no clear call, values can overlap the other calls;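 also: 0% = median of the plate's neutral control wells and 100% = double that signal; a rise in the Bmi1 reporter signal indicates esBAF inhibition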
The depositor's hits bear a star; ? = inconclusive; . = no result given. Some of the compounds tested. The share of hits here may be higher or lower than overall.

SMILES	S100A4 MyoIIA	Casp6 inh	FN deposition inh	SIRT5 block	Statin myotox sup	LGR2 inh	esBAF inh
C[C@H]1CN([C@@H](C)CO)C(=O)c2cc(NC(=O)Cn3cnnn3)ccc2O[C@@H]1CN(C)Cc1ccc(C(=O)Nc2ccccc2N)cc1	-29	-2	-6	0	39	13	3
Cc1ccc(C)c2c1sc(=NC(=O)CN1C(=O)CCC1=O)n2C	0	1	-5	0	4	13	-18
CS(=O)(=O)Nc1cccc(C2=NN(S(C)(=O)=O)C(c3ccccc3)C2)c1 (stereo not given)	3	2	-16	-2	-2	20	1
CCOC(=O)C1CCCN(C(=O)C(C)Oc2ccc(Cl)cc2Cl)C1 (stereo not given)	-1	2	.	-1	18	13	-6
Cc1ccc(NC(=O)c2ccc(CN3CCN(C)CC3)cc2)cc1Nc1nccc(-c2cccnc2)n1	1	-23	.	-3	2	7	4
COc1ccc(OCC(=O)Nc2cc(OC)cc(OC)c2)cc1	.	.	6	.	4	8	-4
O=C(CCNC(=O)c1ccccc1)Nc1ccc(S(=O)(=O)Nc2ncccn2)cc1	-2	-2	-7	.	-7	10	-3
C[C@H](CO)N1C[C@H](C)[C@H](CN(C)Cc2ccccn2)Oc2ncc(C#CC3(O)CCCC3)cc2C1=O	18	-3	.	-4	6	13	-14
COc1cc(/C=N/n2nnnc2N)cc(Cl)c1OC	15	1	3	-6	-6	-17	0
COc1ccc(CN(C)C[C@H]2OCCCC[C@H](C)Oc3ccc(NS(=O)(=O)c4cccs4)cc3C(=O)N([C@H](C)CO)C[C@@H]2C)cc1	22	0	.	3	.	-34	-1
COc1cc2cc(C(=O)N3CCOCC3)cc(-c3ccc(C)cc3)c2cc1OC	-1	2	6	10	-15	7	-3
CCN1C(=O)CC(N2CCC(c3nc4ccccc4[nH]3)CC2)C1=O (stereo not given)	-4	-1	0	2	4	-2	-3
Cc1ccc(S(=O)(=O)NCC(=O)OCC(=O)c2cc(C)n(-c3ccccc3)c2C)cc1	.	.	11	.	0	-3	21
CCOC(=O)C=C(C(=O)OCC)C(=O)OCC	3	13	-4	7	.	-2	.
COC(=O)Nc1nn(-c2ccc(Cl)cc2)c(=O)c(C#N)c1C	-5	1	2	6	.	6	.
CCC(C)n1c(SCc2ccccc2)nc2ccsc2c1=O (stereo not given)	.	.	.	.	0	6	1
C[C@H]1CN([C@@H](C)CO)C(=O)c2cccc(NC(=O)c3nc4ccccc4s3)c2O[C@H]1CN(C)Cc1ccc(Cl)c(Cl)c1	2	-2	.	3	.	9	3
O=C(O)CC(CNC(=O)C1CCCN1C(=O)OCc1ccccc1)c1ccccc1 (stereo not given)	0	0	-1	-1	-5	18	-6
CCc1nccn1CCC(=O)N1CCc2c([nH]c3ccccc23)C1CC(C)C (stereo not given)	-3	1	-2	-2	11	-5	-3
CS(=O)(=O)Nc1cccc(-c2cn3c(n2)SCC3)c1	-1	2	11	1	2	-3	-3
CC(C)CC#Cc1ccc2c(c1)O[C@@H](CN(C)C(=O)NC1CCCC1)[C@@H](C)CN([C@@H](C)CO)S2(=O)=O	2	-1	-9	16*	.	24	20
c1ccc(NC(c2ccccc2)c2ccncc2)cc1 (stereo not given)	-5	-1	-5	-1	1	-5	-2
Nc1cccc(-c2ccc(CO)o2)c1	-6	-1	-15	5	.	11	.
CCOc1ccccc1N/C=C/C(=O)C(C)(C)C	.	.	9	.	-5	.	4
CCOC(=O)C(=O)Nc1nnc(SCc2ccc(F)cc2)s1	-4	-2	-5	1	4	7	-3
C[C@@H]1CN([C@@H](C)CO)C(=O)c2ccccc2-c2ccccc2CO[C@H]1CN(C)S(=O)(=O)c1ccccc1	2	-1	9	-2	.	-1	-2
COc1ccccc1NC(=O)N1C[C@H]2[C@@H](c3ccccc31)[C@@H](CO)N2C(=O)C1CCCC1	1	-1	3	8	27	-11	-2
CC1CCCC(C)N1C(=O)COc1ccc(F)cc1 (stereo not given)	-6	-4	-3	-1	3	-26	6
CC(C)C#Cc1cnc2c(c1)C(=O)N([C@H](C)CO)C[C@H](C)[C@H](CN(C)C(=O)CC1CC1)O2	6	0	-11	3	21	11	-7
Brc1ccc(-c2c[n+]3c(n2-c2ccccc2)SCC3)cc1	28	-2	-2	1	.	3	.
Nc1nnc(/C=C/c2ccccc2Cl)s1	8	-1	-14	-1	.	-34	.
CCCNC(=O)N1CC(=O)N2[C@H](CO)[C@H](c3ccc(C#Cc4cccc(F)c4)cc3)[C@@H]2C1	-6	0	.	3	.	-2	.
CC1CCCCC1NC(=O)c1ccc2c(c1)OCCO2 (stereo not given)	4	-38	-3	-8	1	-46	33
O=C(Nc1n[nH]c(=S)s1)c1ccco1	0	-1	9	.	0	0	5
CCCN1[C@H](C(=O)OC)[C@@H](CO)[C@@H]2Cn3c(ccc(C4=CCCC4)c3=O)[C@@H]21	-2	2	.	-1	-2	-5	3
CC(=O)N1Cc2cc(C(=O)NCc3cccc(F)c3)nc(-c3cccc(C4=CCCCC4)c3)c2[C@H]1CCO	-3	0	10	5	.	-5	.
CCc1ccc(NC(=O)CSc2ccc(-c3ccccn3)nn2)cc1	0	0	-4	-5	-5	11	-13
Cc1noc(C)c1S(=O)(=O)N(C)C[C@@H]1Oc2ccc(NS(=O)(=O)c3ccc(F)cc3)cc2CC(=O)N([C@@H](C)CO)C[C@@H]1C	12	-1	.	-3	-9	8	1
COc1cc(NC(=O)c2ccccc2F)ccc1NC(=O)c1cc2ccccc2o1	-1	0	1	0	-92	-3	-8
CCOC(=O)N1CCN(C(=O)c2cc3c(s2)-c2c(C)cccc2OC3)CC1	0	-2	-1	-9	-10	-3	-4
CCOC(=O)N1CCN(Cc2nc3c(c(=O)n(C)c(=O)n3C)n2CCCc2ccccc2)CC1	.	.	-3	.	2	.	7
N#Cc1cccc(OC(=O)C2CCN(C(=O)c3ccc(F)cc3)CC2)c1	1	-1	-3	-1	7	13	-2
CCC(=O)Nc1ccc2c(c1)OC[C@@H](C)N(Cc1cccnc1)C[C@@H](C)[C@@H](OC)CN(C)C2=O	5	0	2	0	-6	-18	-8
Cc1n[nH]c(=O)c2c(NC(=O)CSc3nc4ccccc4c(=O)n3-c3ccc(OC(F)F)cc3)oc(C)c12	17	0	-3	-1	14	2	-9
N#Cc1ccc(-c2ccc3c(c2)[C@@H]2[C@@H](CCN2C(=O)CN2CCOCC2)[C@H](CO)N3)cc1	18	5	-20	-7	13	13	-6
COC(=O)C1=C(CCc2ccccc2)NC(=O)NC1c1ccc([N+](=O)[O-])cc1 (stereo not given)	-5	2	-12	.	6	-1	-1
O=c1[nH]c(CN2CCN(Cc3ccccc3)CC2)nc2scc(-c3ccccc3)c12	6	2	-9	-6	-20	-2	1
C[C@H](CO)N1C[C@H](C)[C@@H](CN(C)Cc2cccc(C(=O)O)c2)OCc2ccccc2-c2c(n(C)c3ccccc23)C1=O	5	.	-3	1	.	2	-2
CC(Sc1nnc(-c2cccnc2)n1N)C(=O)Nc1ccc2c(c1)OCCO2 (stereo not given)	1	-6	.	-1	-8	-2	0
CC(C)CN(C(=O)COC(=O)CNC(=O)c1ccccc1F)c1c(N)n(Cc2ccccc2)c(=O)[nH]c1=O	-2	2	-5	-2	5	-10	-8
O=C1CCN(Cc2ccccc2)CCN1[C@H](COc1ccccc1)Cc1ccccc1	1	.	-4	.	-2	18	1
Cc1cccc(C(=O)OCC(=O)N2CCc3ccccc3C2)c1O	-2	1	-5	0	.	-13	.
O=C(CCC(=O)Nc1ccccc1Cl)NNC(=O)C1CCCCC1	-2	-1	-6	-1	6	10	-8
C[C@H](CO)N1C[C@H](C)[C@H](CN(C)S(=O)(=O)c2ccc(C#N)cc2)Oc2ncc(-c3ccc(F)cc3)cc2C1=O	4	-1	.	2	22	-4	1
Oc1ccc(/C=N/Nc2ccc(Cl)nn2)cc1O	6	11	0	3	6	-32	30
C[C@@H]1CN([C@H](C)CO)C(=O)c2cc(-c3cccnc3)cnc2O[C@H]1CN(C)C(=O)C1CC1	-6	-3	-11	-3	-6	2	0
C=CCSc1nc2c(c(=O)[nH]1)C(C(C)C)C(C#N)=C(N)O2 (stereo not given)	1	-6	11	-3	10	-34	5
CN(C)CCCNC(=O)C[C@@H]1CC[C@H]2[C@@H](COc3ccc(NS(C)(=O)=O)cc3C(=O)N2C)O1	1	.	-48	-4	-24	-9	7
CC(C)[n+]1ccn(C2=C([O-])c3ccccc3C(=O)/C2=N\S(=O)(=O)c2ccccc2)c1	-5	35*	-1	-1	.	.	.
O=c1cc(N2CCCCCC2)[nH]c(=O)n1-c1ccc(Cl)cc1	8	-1	4	3	-8	-5	-10

Profiles from above. Screens in order: S100A4 MyoIIA | Casp6 inh | FN deposition inh | SIRT5 block | Statin myotox sup | LGR2 inh | esBAF inh
`O=c1cc(N2CCCCCC2)[nH]c(=O)n1-c1ccc(Cl)cc1` across the screens: 8 | -1 | 4 | 3 | -8 | -5 | -10
`O=c1[nH]c(CN2CCN(Cc3ccccc3)CC2)nc2scc(-c3ccccc3)c12` across the screens: 6 | 2 | -9 | -6 | -20 | -2 | 1
`CC(C)[n+]1ccn(C2=C([O-])c3ccccc3C(=O)/C2=N\S(=O)(=O)c2ccccc2)c1` across the screens: -5 | 35* | -1 | -1 | . | . | .
`CC(Sc1nnc(-c2cccnc2)n1N)C(=O)Nc1ccc2c(c1)OCCO2` (stereo not given) across the screens: 1 | -6 | . | -1 | -8 | -2 | 0
`C=CCSc1nc2c(c(=O)[nH]1)C(C(C)C)C(C#N)=C(N)O2` (stereo not given) across the screens: 1 | -6 | 11 | -3 | 10 | -34 | 5

Next section.
SMILES	S100A4 MyoIIA	Casp6 inh	FN deposition inh	SIRT5 block	Statin myotox sup	LGR2 inh	esBAF inh
CON(C)c1nc(NCC(C)C)nc(OCC#N)n1	.	.	3	.	3	.	5
CC(=O)Nc1ccc(S(=O)(=O)NNC(=O)c2ccc(S(=O)(=O)N3CCCCC3)cc2)cc1	.	.	.	.	-2	24	-6
C#CCN(Cc1ccccc1)S(=O)(=O)C=C	9	1	2	.	.	17	.
C/C(=C/c1ccccc1)C(=O)N1CC(C)OC(C)C1 (stereo not given)	-9	-5	5	-2	.	9	.
COc1cc(C)c(CN2CCN(c3ncccn3)CC2)cc1C	-15	-3	12	0	.	2	.
O=[N+]([O-])c1cccc(Cl)c1NCCNS(=O)(=O)c1ccccc1	.	.	15	.	6	.	9
Cc1c(C(=O)N2CCN(c3ccccn3)CC2)cccc1[N+](=O)[O-]	6	2	3	-3	.	10	.
CCc1c(C)nc2c(OC)cccc2c1Cl	-1	-1	11	-2	.	-26	.
CCCCN1CC(N(C)CCN(C)C)CS1(=O)=O (stereo not given)	-3	-13	-1	-1	-10	-11	-2
O=C(CSc1nnc(CNc2ccc(Cl)cc2)o1)Nc1nc2c(s1)CCCC2	.	.	7	.	7	.	-2
COC(=O)c1sc(NC(C)=O)c(C(=O)OC)c1C	-1	-2	-5	3	.	.	-10
CCOC(=O)c1cnn(-c2ccc(NS(=O)(=O)c3ccc(Cl)cc3)cc2)c1C(F)(F)F	2	1	2	-3	.	.	.
COc1ccc(-c2ccc(C(=O)NCc3ccc(F)c(F)c3)c3occc23)c(C)c1	-2	1	-2	-13	-10	2	0
N#Cc1cccnc1N1CCN(C(=O)c2ccco2)CC1	5	-5	5	-11	.	2	.
O=C(c1cc2nc(-c3ccccc3)cc(C(F)(F)F)n2n1)N1CCN2CCCC2C1 (stereo not given)	2	-2	1	1	-26	-2	-3
CC(C)(C)c1csc(N/N=C/c2ccc(O)cc2)n1	13	-1	-10	.	-15	-21	?
CC1(c2ccccc2Cl)NC(=O)N(CC(=O)Nc2ccc(N3CCCCC3)cc2)C1=O (stereo not given)	-5	1	-1	-2	-5	-2	8

Screening results: PubChem, Broad Institute
